Screening results (PubChem)
E coli growth: bacterial growth inhibition, counter-screen for AddAB inhibitors; E. coli V3065 growth, OD600 absorbance, 18 h; inhibition, % at 11.9 µM; actives 0.27% (n = 330,000); AID 449728;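 active = inhibition above the campaign's mean inhibition across all tested compounds plus 3 SD, cut at about 9.9% in these data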;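 note: uninfected addAB+ strain grown without phage in ampicillin broth; 0% = DMSO wells and 100% = ciprofloxacin 0.95 µg/ml wells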
HTR5A inv ag: counter-screen for OPRM1-OPRD1 inverse agonists: human HTR5A inverse agonism; actives 0.083% (n = 340,000); HTR5A cell line, luminescence; AID 504634; P47898; inhibition, % at 9.3 µM; in the data active = inhibition mostly above about 23%, no sharp cut-off; inactive = mostly below about 18%;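 note: 0% = cells with DMSO and 100% = no-cell wells with DMSO; some compounds called inactive have numbers as strong as hits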
Target sequence (P47898 whole entry, looked up): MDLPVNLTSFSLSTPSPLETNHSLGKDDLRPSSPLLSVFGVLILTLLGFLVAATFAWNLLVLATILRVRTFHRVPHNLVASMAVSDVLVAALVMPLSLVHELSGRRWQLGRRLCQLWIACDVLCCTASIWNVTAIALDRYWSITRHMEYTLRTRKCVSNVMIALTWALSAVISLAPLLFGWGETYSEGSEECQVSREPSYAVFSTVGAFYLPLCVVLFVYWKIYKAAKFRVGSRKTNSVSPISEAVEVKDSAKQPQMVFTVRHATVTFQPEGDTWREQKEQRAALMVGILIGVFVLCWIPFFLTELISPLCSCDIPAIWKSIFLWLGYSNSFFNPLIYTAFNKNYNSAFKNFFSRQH
phage Ecoli inh: E. coli growth loss with phage present; growth absorbance; inhibition, % at 11.9 µM; actives 0.26% (n = 360,000); in the data active = inhibition above about 11%
Tat export inh: E. coli Tat transport inhibition; E. coli MC4100 TorA-mCherry Tat export, fluorescence; inhibition, % at 10 µM; actives 0.036% (n = 340,000); AID 488895;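 active = mean replicate inhibition at least 50% and at least half of replicates individually reaching 50%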;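 note: exported cargo escapes ClpAP degradation while cytoplasmic cargo is degraded and loses fluorescence; 0% = median of neutral control wells and 100% = median of NaSCN control wells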
HTR5A ag ctr: activates human HTR5A in OPRM1-OPRD1 agonist counter-screen; actives 0.61% (n = 340,000); HTR5A agonist assay, luminescence, cell-based; P47898; activation, % at 9.3 µM; in the data active = activation mostly above about 9.5%, no sharp cut-off; inactive = mostly below about 7.6%;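 note: 0% = cells with vehicle only and 100% = reference agonist; strong numbers were not always called active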
SUMO Mot1 rescue: inhibitors of SUMOylation pathway: yeast Mot1-301 growth rescue; S. cerevisiae Mot1-301 growth rescue, ATP luminescence, 38.5C; percent above DMSO median, 100 means doubled; growth rescue, % at 18.8 µM; actives 1% (n = 320,000);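 active = every valid replicate shows activation above 250% relative to neutral control wells; inactive = the rest, any valid replicate at or below 250%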;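 note: OY570 slx delta 5 strain wells were the positive control but not used for scaling; some compounds called inactive have numbers as strong as hits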
PKA-R1A activ: activators of PKA-R1A complex; actives 0.083% (n = 340,000); PKA-R1A dissociation, Cy5-IP20 fluorescence polarization; scaled: DMSO 0%, 113 µM cGMP 100%; P00514+P68181; activation, % at 11.4 µM; AID 504707;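 active = percent activation above the mean of all tested compounds plus 3 SD, cut at about 19% in these data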;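 note: higher means more PKAc released from R1A so a rise in polarization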
AddAB inh: less growth of phage-infected E. coli with AddAB. actives 0.29% (n = 330,000). inhibition, % at 11.9 µM. E. coli expressing H. pylori AddAB, absorbance growth. AID 435030; in the data active = inhibition above about 12%;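 note: 0% = vehicle wells of infected cells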
PKA-R2B activ: activators of human PKA-R2B complex; actives 0.079% (n = 340,000); P22694+P31323; activation, % at 11.4 µM; PKA-R2B holoenzyme dissociation, Cy5-IP20 fluorescence polarization; R2B truncated from residue 108, S112A mutant; 0% DMSO only, 100% 113 µM cGMP;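 active = activation above a cutoff set at the mean over all compounds plus 3 SD, cut at about 18% in these data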;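 note: higher means more holoenzyme dissociation and a rise in polarization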
CDK5 p35 inh: blocks human CDK5/p35 kinase activity; inhibition, % at 10 µM; actives 0.01% (n = 330,000); Q00535+Q15078; AID 488839; Recombinant CDK5/p35, ADP-Glo luminescence, 60 min;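 active = highest replicate inhibition of at least 50% and at least 75% of replicates reaching 50%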;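 note: plate controls were DMSO neutral control for no effect and GW8510 at 10 µM for full effect; many of its hits are not listed in these tables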
Target sequence (Q00535 whole entry, looked up): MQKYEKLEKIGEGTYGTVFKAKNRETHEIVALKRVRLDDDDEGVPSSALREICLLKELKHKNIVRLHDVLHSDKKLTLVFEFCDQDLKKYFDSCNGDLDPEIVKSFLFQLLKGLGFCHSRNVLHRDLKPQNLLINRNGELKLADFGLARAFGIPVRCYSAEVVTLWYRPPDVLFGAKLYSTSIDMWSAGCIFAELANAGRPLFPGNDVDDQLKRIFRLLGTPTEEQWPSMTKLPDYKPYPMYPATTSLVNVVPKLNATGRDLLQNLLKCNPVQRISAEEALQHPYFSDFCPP
Target sequence (Q15078 whole entry, looked up): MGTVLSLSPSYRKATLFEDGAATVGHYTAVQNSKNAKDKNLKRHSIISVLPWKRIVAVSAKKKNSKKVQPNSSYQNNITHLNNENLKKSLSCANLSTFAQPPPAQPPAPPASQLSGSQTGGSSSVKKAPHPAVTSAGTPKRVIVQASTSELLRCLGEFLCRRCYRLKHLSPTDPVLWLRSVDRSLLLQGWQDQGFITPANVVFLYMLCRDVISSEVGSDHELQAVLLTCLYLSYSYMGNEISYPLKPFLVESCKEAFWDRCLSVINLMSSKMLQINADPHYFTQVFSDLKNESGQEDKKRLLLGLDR
DAGLB inhibitor: blocks human DAGLB lipase activity; inhibition, % at 5.17 µM; HEK293T DAGLB membrane lysate, EnzChek fluorogenic substrate; actives 0.059% (n = 340,000); in the data active = inhibition above about 34%;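 note: 0% = enzyme with vehicle and 100% = wells lacking enzyme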
Active calls of the source: *; · = not tested or not shown.

Results follow in this order: E coli growth	HTR5A inv ag	phage Ecoli inh	Tat export inh	HTR5A ag ctr	SUMO Mot1 rescue	PKA-R1A activ	AddAB inh	PKA-R2B activ	CDK5 p35 inh	DAGLB inhibitor
[1] COc1cccc(Nc2nn3c(=O)c4ccccc4nc3s2)c1
    -1.5	5	·	-3	-1	16	-5	0.5	-16	-0.2	-3
[2] CC1CCN(S(=O)(=O)c2ccc(NC(=O)C3CC(=O)N(c4ccccc4)C3)cc2)CC1 (stereo unspecified)
    1.7	8	2.9	-2	-3	74	3	-1.3	5	0.1	-3
[3] C/C(Cc1ccccc1)=N\NC(=O)CNC(=O)c1ccc(Br)cc1
    -3.0	15	4.8	4	1	27	-12	-0.7	-3	0.6	1
[4] COc1ccccc1CNC(=O)CC1C(=O)NCCN1C1Cc2ccccc2C1 (stereo unspecified)
    -3.2	-9	2.3	0	3	-7	-2	-2.3	1	·	0
[5] COCCn1nnnc1C(c1cccs1)N1CCN(c2cccc(C(F)(F)F)c2)CC1 (stereo unspecified)
    -0.3	1	0.9	0	0	3	-10	0.7	-11	-0.4	0
[6] COC(=O)c1ccccc1OCCCCN1CC(C)OC(C)C1 (stereo unspecified)
    0.6	23	-4.0	3	5	225	-8	0.8	3	-2.3	1
[7] NC(=S)n1[nH]c(-c2ccc([N+](=O)[O-])cc2)c(N=Nc2cccc([N+](=O)[O-])c2)c1=O
    ·	10	4.2	-12	-4	·	8	·	-3	-0.3	16
[8] C=C(C)Cn1c(N2CCC(Cc3ccccc3)CC2)nc2c1c(=O)[nH]c(=O)n2C
    -0.8	4	1.6	4	2	-19	-12	-1.4	-1	-0.4	3
[9] CCOc1ccc(-n2c(-c3ccc(Cl)cc3)c[n+]3c2SCC3)cc1
    -0.1	7	2.0	1	3	-13	-7	0.2	0	-2.6	1
[10] Cc1nc2ccccc2nc1OCC(=O)Nc1ccc2ccccc2c1
    -1.9	3	1.6	2	-1	-3	-9	-0.6	-5	-2.1	-1
[11] O=C(COC(=O)c1ccccc1NC(=O)c1ccco1)Nc1ccc2c(c1)OC(F)(F)O2
    -2.2	-2	2.0	-8	1	-6	-9	3.3	-10	-0.6	-2
[12] Cc1cc(C)nc(Sc2c(F)c(F)c(C(F)(F)F)c(F)c2F)n1
    -0.6	-5	0.9	-10	2	-16	0	2.2	2	-1.7	-3
[13] CN1/C(=C/c2cccc[n+]2C)Sc2ccccc21
    1.5	-13	3.6	-8	3	-24	-1	2.7	-1	-1.3	-5
[14] O=C(NCC1CCCO1)c1ccc(CNS(=O)(=O)c2ccc(F)c(Cl)c2)cc1 (stereo unspecified)
    -1.4	2	2.8	6	-1	4	-1	2.9	-1	-0.5	-1
[15] C/C(=C\C(=O)C(F)(F)F)Nc1cc(C)cc(C)c1
    1.0	5	2.1	-7	-1	57	-7	1.9	-10	0.0	-4
[16] O=C(O)CCn1c2c(c3ccccc31)CCCC2
    -1.9	-25	4.1	-6	9	3	-20	-0.5	-12	-0.4	1
[17] COc1ccc(NC(=O)CSc2ccccn2)cc1OC
    2.6	-12	1.7	-4	4	·	2	1.0	-10	1.7	-3
[18] CC1CCCCC12NC(=O)N(CC(=O)NCCc1ccccc1)C2=O (stereo unspecified)
    -0.3	22	3.8	-6	-6	-3	2	-1.4	-3	-4.2	-2
[19] COc1ccc(Cl)cc1C(=O)NNC(=O)CCNS(=O)(=O)c1ccccc1
    -2.0	-4	-0.7	-1	1	-7	-4	-0.7	0	-1.4	-3
[20] COc1ccc(C(=O)NNC(=O)Cc2nc3nc(C)cc(C)n3n2)cc1
    1.2	-1	2.9	-7	2	-16	-10	2.5	5	-0.1	1
[21] COc1ccccc1CN1C(=O)CCC1(C)C(=O)NC1CCCCCC1 (stereo unspecified)
    3.4	-21	2.1	2	8	-3	3	4.3	9	-0.6	-1
[22] COc1ccc(-c2nc(CN3CCN(c4ncnc5ccccc45)CC3)c(C)o2)c(OC)c1
    -0.2	-24	3.0	-5	8	-12	3	2.5	-7	-0.1	1
[23] Cc1cccc(N2CCN(S(=O)(=O)c3cccs3)CC2)c1C
    0.6	-7	0.3	3	2	-10	-5	3.3	-7	0.0	-3
[24] CC(C)(C)Nc1nc(Cl)nc(NCCN2CCOCC2)n1
    -0.5	-6	3.9	3	2	-1	-5	2.9	7	-4.4	2
[25] C=CCN=C1SCC(=O)N1S(=O)(=O)c1ccccc1
    -0.2	-16	-0.1	1	3	72	-7	-1.2	-9	1.1	2
[26] C=CCNC(=S)N1CCOCC1
    0.9	7	-0.4	-6	-3	-1	-1	0.2	-21	0.8	-3
[27] C[N+]1(CCNC(=O)/C=N/O)CCCCC1
    -1.1	22	1.6	10	-4	-26	-6	-0.5	-11	-0.9	2
[28] COCCNC(=O)c1cc(-c2ccccn2)nc2ccc(S(=O)(=O)N3CCC(C)CC3)cc12
    -1.3	7	0.9	-11	0	-11	-4	2.7	1	·	-4
[29] COC(=O)CC(NC(=O)c1ccco1)c1ccc(C(C)C)cc1 (stereo unspecified)
    1.8	14	-0.1	-4	3	2	-2	-1.1	1	1.9	0
[30] COc1ccc(NC(=O)COC(=O)c2ccc(-n3cnnn3)cc2)cc1Cl
    0.8	3	3.2	-4	-1	0	-17	-0.7	-16	0.1	0
[31] CC1CN(CC(O)COC2CCC(C(C)(C)C)CC2)CC(C)O1 (stereo unspecified)
    3.9	-18	1.4	3	3	428	-9	4.8	7	-0.5	-3
[32] Cc1ccc(CNC(=O)CCS(=O)(=O)c2cc3c(cc2Cl)NC(=O)CO3)o1
    -3.5	-6	2.6	-4	2	·	-13	3.5	-5	-1.4	-4
[33] CCCN(Cc1nnc(-c2ccccc2Cl)o1)C(=O)c1cc([N+](=O)[O-])cc([N+](=O)[O-])c1
    2.7	-18	1.1	1	7	-14	-6	1.4	2	0.0	-1
[34] Cc1ccsc1/C=N/Nc1nc2ccccc2s1
    -2.6	-19	3.1	-2	1	7	-8	-1.7	-2	-0.5	0
[35] C/C(=N\NC(=O)C1CC1)c1ccc(OC(F)F)cc1
    0.6	-7	1.2	-9	3	6	-17	3.4	-4	-1.3	0
[36] Cc1ccc(CNC(=O)CS(=O)Cc2nc(-c3ccccc3C)oc2C)cc1 (stereo unspecified)
    0.1	-33	1.6	0	3	8	-7	0.2	0	-0.7	1
[37] CC(=O)Nc1ccc(SCCN2CC[C@@H](C(C)(C)C)CCC2=O)cc1
    0.7	-10	4.3	6	-2	-13	-2	1.3	9	1.1	1
[38] COc1ccc(CCNC(=O)COc2ccc3c(c2)OCO3)cc1
    -0.5	-9	-0.1	0	3	2	0	3.4	-8	0.0	-10
[39] COc1ccccc1OCCNC(=O)c1ccc(NC(=O)CC2SC(N3CCCC3)=NC2=O)cc1 (stereo unspecified)
    ·	0	3.6	0	9	·	-7	·	-1	0.6	1
[40] c1ccc(-n2nnnc2Sc2n[nH]c(-c3ccncc3)n2)cc1
    -3.8	-12	3.5	3	10	-7	-2	1.7	-9	0.4	-1
[41] Cc1nc2c(C)cccn2c(=O)c1NC(=O)c1cccs1
    0.8	-15	3.8	-5	1	-17	-8	-1.6	-8	0.1	-2
[42] CCCCC(CC(O)COCC(C)C)C(=O)NNC(=S)Nc1ccccc1 (stereo unspecified)
    -3.6	0	3.7	0	0	1	-3	0.5	9	-3.5	-1
[43] Cc1ccc(NC(=O)CN2CCC(NC(=O)Cc3ccccc3)CC2)cc1C
    0.9	4	0.0	-4	-2	-17	-15	1.4	2	0.4	-1
[44] Cc1[nH]c2ccccc2c1/C=N/Nc1nc(Nc2ccccc2)nc(N2CCOCC2)n1
    -2.5	10	1.7	-2	3	49	6	1.7	-20	1.4	0
[45] O=C(Cc1ccc(F)cc1)N/N=C/c1ccncc1
    0.9	-7	1.6	-5	0	9	7	0.6	-10	0.7	2
[46] O=C(c1ccc(-c2nnc(Nc3cccc(Cl)c3)c3ccccc23)cc1)N1C[C@H]2C[C@H](C1)c1cccc(=O)n1C2
    -3.0	11	1.2	4	1	-9	-12	2.3	-5	1.9	-1
[47] CC1(C)CC(=O)C(C=NCCN2CCN(C(=O)c3ccc(Br)cc3)CC2)=C(O)C1
    0.7	-7	1.1	1	-5	17	-5	0.1	-2	0.3	-1
[48] CCn1ncc(Br)c1C(=O)Nc1ccc(F)cc1F
    -3.2	-10	0.2	0	8	-14	-4	0.6	-12	1.1	-3
[49] COC(=O)[C@@]12CCCN1[C@H](c1ccc(-c3ccc4c(c3)OCO4)c(OC)c1)[C@H]1C(=O)N(C)C(=O)[C@H]12
    -3.3	-11	3.6	4	4	32	8	0.3	-1	2.4	0
[50] O=c1oc2ccccc2cc1-c1nc(-c2ccccc2)no1
    0.2	15	·	4	5	·	-2	-0.2	-19	1.5	-6
[51] COCCNC(=S)NC1CC2CCCC(C1)N2Cc1cccs1 (stereo unspecified)
    -2.3	12	2.5	-2	-4	5	1	-1.1	2	0.6	-2
[52] Fc1ccc(-[n+]2nc(Nc3ccccc3)sc2-c2c3ccccc3cc3ccccc23)cc1
    1.9	-15	3.3	8	17*	-6	-9	3.6	-12	-1.7	21
[53] CCN(CC)CCNC(=O)c1ccc(NC(=O)c2cccc(-n3cnnn3)c2)cc1
    0.9	5	3.5	1	-2	34	-3	2.1	-10	0.7	-3

Record cards, from the list above:
Profile of Cc1[nH]c2ccccc2c1/C=N/Nc1nc(Nc2ccccc2)nc(N2CCOCC2)n1 : E coli growth: -2.5; HTR5A inv ag: 10; phage Ecoli inh: 1.7; Tat export inh: -2; HTR5A ag ctr: 3; SUMO Mot1 rescue: 49; PKA-R1A activ: 6; AddAB inh: 1.7; PKA-R2B activ: -20; CDK5 p35 inh: 1.4; DAGLB inhibitor: 0
Profile of CCn1ncc(Br)c1C(=O)Nc1ccc(F)cc1F : E coli growth: -3.2; HTR5A inv ag: -10; phage Ecoli inh: 0.2; Tat export inh: 0; HTR5A ag ctr: 8; SUMO Mot1 rescue: -14; PKA-R1A activ: -4; AddAB inh: 0.6; PKA-R2B activ: -12; CDK5 p35 inh: 1.1; DAGLB inhibitor: -3

Hits appear at their usual frequency. About 2.3% of those tested had a hit in this group.
